M1 PAM = human M1 muscarinic receptor positive allosteric modulators, primary screen, CHO-K1 cells, Fluo-8 calcium fluorescence, 1536-well; CHO-K1 hM1, ACh EC20; 0% = ACh EC20, 100% = maximal ACh; activation, % at 3 µM; 360,000 tested, 0.088% active; in the data active = activation above about 19%, passing the limit was not always enough
CHRM5 antagonist = human M5 muscarinic receptor antagonists, primary screen, CHO cells, Fluo-8 calcium fluorescence; Muscarinic acetylcholine receptor M5 (Homo sapiens), P08912; CHO-hM5 cells, ACh EC80; AID 624040, 2012; 360,000 tested, 0.59% active; inhibition, % at 3 µM;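 active = inhibition above a per-plate cutoff, the mean of that plate's test compounds plus 3 SD, cut at about 27% in these data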;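 also: 0% = acetylcholine EC80 with DMSO and 100% = DMSO without agonist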
Target sequence (P08912 whole entry, looked up): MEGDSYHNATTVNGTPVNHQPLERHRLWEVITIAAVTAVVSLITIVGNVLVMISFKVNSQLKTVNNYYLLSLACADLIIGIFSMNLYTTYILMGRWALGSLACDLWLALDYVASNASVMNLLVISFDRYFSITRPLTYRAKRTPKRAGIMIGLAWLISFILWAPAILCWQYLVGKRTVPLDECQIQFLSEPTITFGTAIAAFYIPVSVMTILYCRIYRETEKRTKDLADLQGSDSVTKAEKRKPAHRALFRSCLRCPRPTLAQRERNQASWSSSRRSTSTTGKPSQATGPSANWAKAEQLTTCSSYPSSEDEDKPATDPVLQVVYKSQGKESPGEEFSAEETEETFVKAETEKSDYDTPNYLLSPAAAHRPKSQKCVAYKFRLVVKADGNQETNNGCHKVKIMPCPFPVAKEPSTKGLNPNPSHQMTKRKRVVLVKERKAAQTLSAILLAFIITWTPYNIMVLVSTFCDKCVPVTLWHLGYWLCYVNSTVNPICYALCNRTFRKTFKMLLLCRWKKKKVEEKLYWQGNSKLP
CHRM4 agonist = human M4 muscarinic receptor agonists, primary screen, CHO-K1 cells, Fluo-8 calcium fluorescence; activation, % at 3 µM; 360,000 tested, 0.14% active; CHO-K1 hM4/Gqi5; vehicle 0%, full acetylcholine response 100%;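 active = activation above the run mean over all test wells plus 3 SD, cut at about 32% in these data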;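 also: peak over basal fluorescence ratio per well then scaled between controls; 0% = DMSO wells and 100% = acetylcholine at EC100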
TAAR1 ag = human TAAR1 agonists, primary screen, Fluo-8 calcium fluorescence, CHO RD-HGA16 cells. Trace amine-associated receptor 1 (Homo sapiens), Q96RJ0. vehicle wells 0%, saturating PEA agonist 100%. activation, % at 3 µM. 360,000 tested, 0.99% active. AID 624467, 2012;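 active = activation above the mean activation of all test compounds in the run plus 3 SD, cut at about 38% in these data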
Target sequence (Q96RJ0 whole entry, looked up): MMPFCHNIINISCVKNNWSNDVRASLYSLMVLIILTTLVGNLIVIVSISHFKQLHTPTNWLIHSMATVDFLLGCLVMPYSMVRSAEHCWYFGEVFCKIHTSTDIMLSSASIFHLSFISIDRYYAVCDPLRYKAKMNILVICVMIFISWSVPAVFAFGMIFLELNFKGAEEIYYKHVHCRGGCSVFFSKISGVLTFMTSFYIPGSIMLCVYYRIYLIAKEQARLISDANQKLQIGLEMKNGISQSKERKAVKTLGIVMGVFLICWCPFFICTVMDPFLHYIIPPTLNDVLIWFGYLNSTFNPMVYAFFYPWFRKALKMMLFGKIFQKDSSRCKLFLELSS
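Benchmarks: low control DMSO, high control PEA (EC100); System: CHO RD-HGA16 cells carrying human TAAR1 plus Gα16; Detection: Fluo-8 fluorescence, 5 s baseline then 140 s kinetic read; Schedule: 17-24 h plating, Fluo-8 75 min 37 °C, 30 min RT; Read-out basis: % activation from peak over basal fluorescence ratio, DMSO-to-PEA scaled.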
CHRM1 agonist = human M1 muscarinic receptor agonists, primary screen, Fluo-8 calcium fluorescence, CHO-K1 cells, HTS. activation, % at 3 µM. CHO-K1 hM1, agonist mode; 0% DMSO, 100% acetylcholine EC100. Muscarinic acetylcholine receptor M1 (Homo sapiens), P11229. 360,000 tested, 0.33% active. AID 588814, 2011;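 active = activation above the run's mean compound activation plus 3 SD, cut at about 16% in these data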;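 also: peak over basal fluorescence ratio within a 140 s kinetic read after compound addition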
CHRM5 agonist = human M5 muscarinic receptor agonists, primary screen, CHO-K1 cells, Fluo-8 calcium fluorescence. Muscarinic acetylcholine receptor M5 (Homo sapiens), P08912. CHO-K1 hM5 cells; 0% DMSO wells, 100% maximal acetylcholine response. activation, % at 3 µM. 360,000 tested, 0.19% active. AID 624037, 2012;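 active = activation above the run's mean over test compounds plus 3 SD, cut at about 23% in these data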;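 also: signal is peak over basal fluorescence ratio across the kinetic read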
M1 antag = human M1 muscarinic receptor antagonists, primary screen, CHO-K1 cells, Fluo-8 calcium fluorescence, 1536-well | 360,000 tested, 1.3% active | CHO-K1 hM1, ACh EC80 antagonist | inhibition, % at 3 µM | Muscarinic acetylcholine receptor M1 (Homo sapiens), P11229;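 active = percent inhibition above its own plate's cutoff, namely the mean of that plate's compound wells plus 3 SD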;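 also: peak over basal fluorescence ratio during 140 s after agonist addition; 0% = ACh EC80 plus DMSO and 100% = DMSO alone without agonist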
M4 antag = human M4 muscarinic receptor antagonists, primary screen, CHO cells, Fluo-8 calcium fluorescence. Muscarinic acetylcholine receptor M4 (Homo sapiens), P08173. 360,000 tested, 0.73% active. inhibition, % at 3 µM. CHO-hM4 cells, ACh EC80;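 active = inhibition above its plate's cutoff, the mean inhibition of sample wells plus 3 SD, cut at about 27% in these data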;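 also: 0% = acetylcholine EC80 with DMSO and 100% = DMSO without agonist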
M5 PAM = human M5 muscarinic receptor positive allosteric modulators, primary screen, CHO-K1 cells, Fluo-8 calcium fluorescence. Muscarinic acetylcholine receptor M5 (Homo sapiens), P08912. CHO-K1 hM5, ACh EC20 PAM; 0% = ACh EC20, 100% = ACh EC100. activation, % at 3 µM. 360,000 tested, 0.3% active. AID 624038, 2012;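 active = activation above the run cutoff, the mean activation of all test compounds plus 3 SD, cut at about 18% in these data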
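Assay system: CHO-K1 hM5 cells / Incubation: Fluo-8 loading 80 min at 37 °C plus 30 min room temperature / Technique: Fluo-8 calcium dye fluorescence, kinetic read / Repeats: single replicate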
The depositor's hits bear a star; . = not tested or not shown. Some of the compounds tested; rates above refer to the full screens.

SMILES	M1 PAM	CHRM5 antagonist	CHRM4 agonist	TAAR1 ag	CHRM1 agonist	CHRM5 agonist	M1 antag	M4 antag	M5 PAM
CCOc1ccc(CCNC(=O)CCC(=O)Nc2ccc3nc(N4CCN(C)CC4)cc(C)c3c2)cc1OCC	9	8	0	11	-5	-1	-16	-9	1
COc1ccc(CCn2c(C)cc(C(=O)CN3C(=O)C(=O)N(C4CCCC4)C3=O)c2C)cc1OC	-5	8	13	4	-4	-1	7	-9	-7
C=CCNC(=O)c1ccccc1CCc1ccccc1	5	7	0	0	-5	2	-3	-2	1
CC(C)c1ccc(O)c(N)c1	11	-5	0	-2	-2	1	-1	1	5
C1=CC2CC1CC2CN1CCN(Cc2ccccc2)CC1 (stereo unspecified)	-4	-1	2	6	-6	-8	5	20	0
CN(CCc1ccccc1)C(=O)CC1C(=O)NCCN1Cc1ccccn1 (stereo unspecified)	4	-4	0	63*	-4	0	2	8	5
CCOc1ccc(C(=O)c2cnc3ccccc3c2N2CCN(CC)CC2)cc1	5	6	1	4	-8	1	-8	-1	-1
O=C(COC(=O)c1ccc2c(c1)OCO2)NCc1ccc2c(c1)OCO2	11	-2	0	3	-1	3	-5	-3	0
N#C/C(=C\c1cccc(O)c1)c1nc2ccccc2o1	2	7	2	0	-2	-2	-23	0	-1
CCn1c(=O)c([N+](=O)[O-])c(Cl)c2ccccc21	-8	23	7	.	-6	1	22	39*	-14
COC(=O)c1ccc(NS(=O)(=O)c2cc3c4c(c2)CCC(=O)N4CCC3)cc1	10	3	5	4	11	3	-8	-11	5
COc1cccc(-c2nc(C(N)=O)c3[nH]c(=O)n(-c4ccccc4)c3n2)c1OC	2	6	5	2	-2	1	-3	-7	-8
Cc1ccc(-c2nnc(SCC(=O)N3CCCc4ccccc43)n2N)cc1	7	-4	1	5	-6	-3	-39	-12	5
O=C(COC(=O)CNC(=O)c1cccc([N+](=O)[O-])c1)Nc1cccc(S(=O)(=O)N2CCCC2)c1	0	1	4	2	-4	-2	-9	-6	-6
CCOC(=O)Cc1csc(NC(=O)C2C3C=CC(C3)C2C(=O)O)n1 (stereo unspecified)	-3	4	1	6	-2	0	-5	-7	2
CC(C)NC(=O)c1ccc(-c2cccc(C(F)(F)F)c2)o1	2	14	-2	8	-4	-1	-7	13	-11
COc1cccc(NC(=O)C2CCN(S(=O)(=O)c3ccccc3)CC2)c1	1	9	8	8	0	0	-3	7	0
COc1ccc(CNC(=O)COC(=O)CO/N=C(\C)c2ccc3c(c2)OCO3)cc1	6	16	6	-1	-4	0	-12	-11	-11
S=C1N(c2ccccc2)C(c2ccccc2)N2CCCN12 (stereo unspecified)	-5	3	0	-1	-7	-13	7	-1	-7
CSc1nc(N2CCN(C)CC2)c2c(c1C#N)CC(C)(C)OC2	3	9	1	4	-8	-15	-5	-2	-1
CCc1ccc(-c2c(C)sc(NC(C)=O)c2C(N)=O)cc1	2	-1	1	7	-7	-6	3	13	1
COc1ccc(C2(CNC(=O)c3cccs3)CCOCC2)cc1	4	7	0	0	-4	5	1	-10	9
COc1ccc(/C=N/NC(=O)c2ccccc2O)cc1Cn1cc([N+](=O)[O-])cn1	3	7	0	3	-3	-2	-6	3	0
CCCNC(=O)Nc1nccs1	1	2	0	3	-1	1	9	8	2
Cc1ccc(S(=O)(=O)NC(CC(C)C)C(=O)N2CCC(C)CC2)cc1 (stereo unspecified)	6	4	1	6	-11	0	-3	0	-1
CCOc1ccc(CN2CCN(Cc3nc4c(s3)CCCC4)CC2CCO)cc1 (stereo unspecified)	7	-5	1	3	-9	0	-10	-5	1
Clc1cc(CSc2ccccc2)nc(-c2ccccc2)n1	7	-2	0	-2	-2	1	-9	-4	1
COc1cc2cc(C)c(SCC(=O)N3CCN(C(=O)c4ccco4)CC3)nc2cc1OC	4	7	3	6	-6	-1	-11	-8	-3
CC1(c2nc3ccccc3[nH]2)CCCC2=Nc3ccccc3CN21 (stereo unspecified)	.	4	0	0	.	-6	.	7	-1
O=C(COc1ccc(S(=O)(=O)NCc2ccccc2)cc1)N1CCOCC1	-1	1	1	5	-3	2	3	5	-1
N#C/C(=C\c1c(N2CCC(C(N)=O)CC2)nc2ccccn2c1=O)S(=O)(=O)c1ccccc1	6	0	1	5	-2	-2	-13	-1	-4
CCOc1ccc(C(=O)NC(=S)NC2CCCC2)cc1[N+](=O)[O-]	-8	6	4	-1	-13	-3	7	10	-7
COc1cc(C(=S)N2CCOCC2)ccc1OC(=O)c1cc(OC)c(OC)c(OC)c1	-1	10	2	2	-2	-2	8	4	-8
O=Cc1ccccc1OS(=O)(=O)c1ccccc1	15	-7	1	1	-9	-4	-3	3	2
O=C(COc1ccc(Cl)cc1Cl)Nc1ccccn1	3	-5	2	10	-4	0	0	-2	0
COc1ccc(CCNC(=O)c2cc(-c3ccccc3)c(N3CCOCC3)s2)cc1OC	-6	6	14	1	6	2	17	2	-12
COCc1cn(-c2nc3ccccc3s2)nn1	.	4	1	-1	.	0	.	-2	-3
C[C@H](c1ccccc1)n1nnc(COCc2ccccc2)c1C#CCOCc1ccccc1	2	-4	-2	4	-4	-1	-4	-3	8
COc1cc2oc3cc(C)oc(=O)c3c2cc1OC	7	2	1	-3	-6	-4	-7	1	1
CC(=O)c1ccc(NS(=O)(=O)c2ccc(C)cc2)cc1	-4	3	1	16	-3	-3	-12	7	-1
COc1ccc(C(=O)NCCSCc2ccc(C)cc2)cc1	4	4	0	9	-2	-4	-7	-6	-3
CC(C)c1ccc(S(=O)(=O)c2cc3cc(Br)ccc3oc2=O)cc1	8	8	0	0	-5	0	-6	4	-3
O=C(Cc1ccccc1)Nc1ccc(NC(=O)c2ccccc2)c(Cl)c1	10	3	1	21	-5	2	-14	7	5
COCCn1c(SCC(=O)NC2CCCC(C)C2C)nc2ccccc2c1=O (stereo unspecified)	9	-2	-1	3	-1	-1	-7	-8	5
O=c1cc(S(=O)(=O)Cc2ccccc2)[nH]c(=O)[nH]1	2	16	0	1	-1	3	0	2	0
Cc1cc(NS(=O)(=O)c2ccccc2)c(C)c(Cl)c1O	-6	-1	10	55*	8	6	9	-3	1
O=C(CN1C(=O)NC2(CCCc3ccccc32)C1=O)c1ccccc1F (stereo unspecified)	5	7	1	2	0	-1	-2	-2	9
CC(C)NC(=S)NC(=O)/C=C/c1cccc2ccccc12	8	-2	0	3	-5	-2	-4	-1	-1
O=C(C1CCCN(Cc2nc(-c3ccc(Cl)cc3)no2)C1)N1CCOCC1 (stereo unspecified)	6	7	4	4	-2	5	-9	-5	2
Cc1ccc(S(=O)(=O)N2CCOC2CNC(=O)C(=O)NCCN(C)C)cc1 (stereo unspecified)	8	19	1	4	-5	-3	-13	2	-9
N=C(N)n1ncc2c1CCCC2=O	.	-3	2	2	.	2	.	-11	-1
CC(C)n1nnnc1SCC(=O)N1CCN(C(=O)c2ccco2)CC1	6	-14	0	5	-2	-6	-8	-2	10
O=C(COC(=O)C1CCN(S(=O)(=O)c2ccc3c(c2)OCCO3)CC1)Nc1ccc(C(F)(F)F)cc1	8	3	8	3	-3	-3	-1	-4	-6
Cc1c(C(=O)NCc2ccoc2)oc2ccc3c(c12)C(=O)CC(C)(C)O3	5	2	1	12	-5	-1	-9	-13	-3
COc1ccccc1Cn1c(C)c(C(=O)NCCC#N)sc1=O	4	0	1	0	-6	0	-9	-6	-2
O=C(C[C@@H]1C/C=C/CC[C@H](Cc2ccc(F)cc2)C(=O)OC[C@@H](Cc2ccccc2)NC1=O)N[C@H](CO)Cc1ccccc1	5	-2	1	5	-4	2	-13	-2	-2
Cc1ccccc1C(=O)N1CCN(c2nc(N3CCOCC3)nc(N3CCOCC3)n2)CC1	7	-1	0	1	-3	-2	-11	-7	9
CCOC(=O)C1CCCN(C(=O)c2ccc3nc(-c4cccc(OC)c4)oc3c2)C1 (stereo unspecified)	2	-1	14	4	6	-2	-9	0	-5
CC(C)CNC(=O)C(=O)NCCC1CCCCN1S(=O)(=O)c1cccs1 (stereo unspecified)	7	2	2	-1	-4	-1	-10	-12	7
COc1ccc(Cl)cc1NC(=O)CN(C)CC(=O)Nc1ccc(Br)cc1	4	-8	2	-1	-6	-5	-7	-1	4

By substructure: the entries above with an NH in an aromatic ring (three)
SMILES	M1 PAM	CHRM5 antagonist	CHRM4 agonist	TAAR1 ag	CHRM1 agonist	CHRM5 agonist	M1 antag	M4 antag	M5 PAM
COc1cccc(-c2nc(C(N)=O)c3[nH]c(=O)n(-c4ccccc4)c3n2)c1OC	2	6	5	2	-2	1	-3	-7	-8
CC1(c2nc3ccccc3[nH]2)CCCC2=Nc3ccccc3CN21 (stereo unspecified)	.	4	0	0	.	-6	.	7	-1
O=c1cc(S(=O)(=O)Cc2ccccc2)[nH]c(=O)[nH]1	2	16	0	1	-1	3	0	2	0

By substructure, the entries above containing bromine (two)
SMILES	M1 PAM	CHRM5 antagonist	CHRM4 agonist	TAAR1 ag	CHRM1 agonist	CHRM5 agonist	M1 antag	M4 antag	M5 PAM
CC(C)c1ccc(S(=O)(=O)c2cc3cc(Br)ccc3oc2=O)cc1	8	8	0	0	-5	0	-6	4	-3
COc1ccc(Cl)cc1NC(=O)CN(C)CC(=O)Nc1ccc(Br)cc1	4	-8	2	-1	-6	-5	-7	-1	4

Later entries
SMILES	M1 PAM	CHRM5 antagonist	CHRM4 agonist	TAAR1 ag	CHRM1 agonist	CHRM5 agonist	M1 antag	M4 antag	M5 PAM
CCSc1nnc(NC(=O)[C@@H](NC(=O)c2ccc(C(C)(C)C)cc2)C(C)C)s1	-2	-2	-1	2	-12	-5	-5	2	5
CCCS(=O)(=O)NC(=O)C1(C)CCN(C(=O)c2cc(-c3cccs3)oc2C)C1 (stereo unspecified)	16	11	0	1	0	-1	-2	3	1
O=C(NCCN1CCOCC1)C(=O)NCC1OCCCN1S(=O)(=O)c1cc(F)ccc1F (stereo unspecified)	5	-7	1	2	-4	-1	-1	2	4
CCC(Sc1nc2ccccc2o1)C(=O)O (stereo unspecified)	8	0	2	1	-3	-1	-9	-5	5
CCOC(=O)C(CC(=O)O)NCc1ccco1 (stereo unspecified)	2	-5	1	3	-2	1	4	-2	3
Cc1ccc(-n2ccc(=O)c(C(=O)O)n2)cc1	4	2	1	8	0	-2	-19	3	-2
Cc1coc(C)c1C(=O)CC1(O)C(=O)N(C)c2ccc(Cl)cc21 (stereo unspecified)	-8	17	1	3	-4	-1	15	15	-5
CCn1cc(CNC(=O)c2ccc(Cl)c([N+](=O)[O-])c2)c(C)n1	-1	5	2	3	-2	-1	-6	9	-11
CCOc1ccc(S(=O)(=O)N2CCC(C(=O)N3CCOCC3)CC2)cc1Cl	7	11	2	2	-5	-4	-4	-3	-2
